M4 antag: antagonists of human muscarinic M4 receptor (CHRM4). hit rate 0.73% among 360,000. P08173. AID 624125. inhibition, % at 3 µM. CHO-hM4 cells, ACh EC80, Fluo-8 calcium fluorescence;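 active means inhibition above its plate's cutoff, the mean inhibition of sample wells plus 3 SD, cut at about 27% in these data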;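 further: 0% = acetylcholine EC80 with DMSO and 100% = DMSO without agonist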
Target sequence (P08173 whole entry, looked up): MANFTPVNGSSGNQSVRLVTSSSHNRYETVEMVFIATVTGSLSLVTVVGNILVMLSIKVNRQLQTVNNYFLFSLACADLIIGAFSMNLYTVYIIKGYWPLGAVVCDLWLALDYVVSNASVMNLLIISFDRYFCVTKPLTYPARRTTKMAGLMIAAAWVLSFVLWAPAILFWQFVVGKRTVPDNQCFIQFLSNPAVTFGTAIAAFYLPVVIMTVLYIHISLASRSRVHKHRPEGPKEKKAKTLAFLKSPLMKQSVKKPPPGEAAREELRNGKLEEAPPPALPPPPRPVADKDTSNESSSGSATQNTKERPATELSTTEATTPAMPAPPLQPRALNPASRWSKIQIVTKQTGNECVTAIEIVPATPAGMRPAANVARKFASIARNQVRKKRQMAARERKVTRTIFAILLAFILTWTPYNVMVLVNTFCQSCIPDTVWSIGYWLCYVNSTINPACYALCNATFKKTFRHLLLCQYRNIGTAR
CHRM4 PAM: positive allosteric modulators of human muscarinic M4 receptor. CHO-K1 hM4/Gqi5, Fluo-8 calcium fluorescence, ACh EC20; 0% = ACh EC20, 100% = maximal ACh. activation, % at 3 µM. hit rate 0.4% among 360,000;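 active means activation above its plate's cutoff, the mean activation of sample wells plus 3 SD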; further: some results filed as inactive read as strong as hits
CRFR2-BP antag: antagonists of CRF-binding protein/CRF-R2 receptor complex. hit rate 0.59% among 350,000. AID 588475. HEK293 CRF-R2/CRF-BP, CRF-induced calcium fluorescence. inhibition, % at 11.8 µM;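 active means inhibition of the ligand-induced calcium signal above about 50% at the single tested concentration, limit read from the data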
CRFR2-BP ag: agonists of human CRF-binding protein/CRF-R2 receptor complex; HEK293 CRF-R2/CRF-BP, calcium dye fluorescence (FLIPR); percent of saturating CRF peptide response; activation, % at 13.2 µM; hit rate 0.46% among 350,000; AID 588473;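 active means activation of at least 50%, plus an integration ratio under a set limit after plate pattern correction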;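 further: plate controls were neutral control wells without compound for no effect and CRF at EC100 for full effect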
IDE cell inh: inhibits human insulin-degrading enzyme in HEK cells; P14735; FAbetaB cleavage, fluorescence polarization; inhibition, % at 5.59 µM; hit rate 0.41% among 320,000; AID 434962;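 active means percent inhibition above the average of all tested compounds plus 3 SD, set per screening campaign, cut at about 16% in these data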;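 further: IDE supplied by intact live HEK cells; FP after avidin binding of uncleaved biotin substrate so inhibition keeps polarization high; 0% = DMSO wells and 100% = 60 µM reference IDE inhibitor Ii1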
CHRM5 antagonist: blocks acetylcholine activation of human M5 receptor; P08912; CHO-hM5 cells, Fluo-8 calcium fluorescence, ACh EC80; inhibition, % at 3 µM; hit rate 0.59% among 360,000; AID 624040;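 active means inhibition above a per-plate cutoff, the mean of that plate's test compounds plus 3 SD, cut at about 27% in these data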;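 further: 0% = acetylcholine EC80 with DMSO and 100% = DMSO without agonist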
Target sequence (P08912 whole entry, looked up): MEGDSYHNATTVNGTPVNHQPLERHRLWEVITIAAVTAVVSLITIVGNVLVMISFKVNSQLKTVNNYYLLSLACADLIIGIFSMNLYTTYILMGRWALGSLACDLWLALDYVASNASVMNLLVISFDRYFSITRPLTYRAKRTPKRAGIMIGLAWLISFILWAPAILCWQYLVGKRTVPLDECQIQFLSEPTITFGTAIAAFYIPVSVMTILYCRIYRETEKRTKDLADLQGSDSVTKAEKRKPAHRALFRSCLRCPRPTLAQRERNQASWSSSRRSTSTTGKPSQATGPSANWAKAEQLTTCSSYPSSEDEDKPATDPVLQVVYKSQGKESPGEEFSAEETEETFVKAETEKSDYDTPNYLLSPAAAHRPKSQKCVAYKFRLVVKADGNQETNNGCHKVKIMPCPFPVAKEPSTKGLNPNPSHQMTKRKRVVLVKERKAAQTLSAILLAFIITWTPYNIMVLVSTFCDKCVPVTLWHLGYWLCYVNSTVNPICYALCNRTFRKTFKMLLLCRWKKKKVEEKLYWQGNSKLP
M5 PAM: CHRM5 positive allosteric modulation; CHO-K1 hM5, Fluo-8 calcium, ACh EC20 PAM; 0% = ACh EC20, 100% = ACh EC100; activation, % at 3 µM; hit rate 0.3% among 360,000; AID 624038;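 active means activation above the run cutoff, the mean activation of all test compounds plus 3 SD, cut at about 18% in these data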
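Assay system – human M5 receptor in CHO-K1 cells · Read-out – % activation, ACh-normalized · Technique – Fluo-8 calcium fluorescence · Dosing – single-point, 3 µM nominal · Incubation – Fluo-8 loading 80 min at 37 °C plus 30 min room temperature · Repeats – singlicate, one well per test compound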
M4 ag: agonists of human muscarinic M4 receptor (CHRM4). hit rate 0.14% among 360,000. activation, % at 3 µM. AID 624127. CHO-K1 hM4/Gqi5, Fluo-8 calcium fluorescence; vehicle 0%, full acetylcholine response 100%;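 active means activation above the run mean over all test wells plus 3 SD, cut at about 32% in these data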;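 further: peak over basal fluorescence ratio per well then scaled between controls; 0% = DMSO wells and 100% = acetylcholine at EC100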
M5 ag: CHRM5 agonism in calcium assay; activation, % at 3 µM; CHO-K1 hM5 cells, Fluo-8 calcium fluorescence; 0% DMSO wells, 100% maximal acetylcholine response; P08912; AID 624037; hit rate 0.19% among 360,000;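 active means activation above the run's mean over test compounds plus 3 SD, cut at about 23% in these data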;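 further: signal is peak over basal fluorescence ratio across the kinetic read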
* = called active by the depositor; · = not tested or not shown.

Results follow in this order: M5 ag	IDE cell inh	M4 antag	CHRM5 antagonist	CRFR2-BP antag	CRFR2-BP ag	M4 ag	M5 PAM	CHRM4 PAM
1) O=c1sc2ccccc2n1CCCOc1ccccc1
    -9	1	-10	-1	19	-0.3	-1	1	0
2) CC(C)(C)c1ccc(C(=O)NNc2ccc(F)cc2F)cc1
    -7	1	4	11	-11	0.6	0	-6	-10
3) C[C@H]1CN([C@@H](C)CO)C(=O)Cc2cc(NS(C)(=O)=O)ccc2O[C@@H]1CN(C)CC1CC1
    -1	-2	0	7	-1	-1.7	1	-1	1
4) COc1ccc(Br)c(C(=O)N2CCCC2(C)C(=O)NCC(C)C)c1 (configuration not stated)
    -1	·	-15	9	·	·	0	-1	10
5) Cc1ccccc1NC(=O)CNc1ccccc1N1CCCCC1
    -6	4	-4	-1	-9	-6.3	-2	-7	-7
6) Cc1ccc(C(C)C)c(OCCNS(C)(=O)=O)c1
    -5	3	6	3	-5	-0.8	-1	-3	2
7) Cc1cccc(NC(=O)c2ccc(S(=O)(=O)N3CCC(C)CC3)cc2)n1
    0	-5	-5	2	-34	-8.1	15	-17	-7
8) CCN(C[C@H]1N[C@@](CC)(C(=O)OC)[C@H]2C(=O)N(C)C(=O)[C@@H]12)C(=O)Nc1ccc(F)cc1
    0	1	-2	2	-5	-0.9	-3	0	1
9) NC(=O)c1cn(-c2ccccc2)nc1-c1cccnc1
    -1	-3	0	4	8	-1.4	0	-9	-5
10) COc1ccccc1NC(=O)C1CCCN1S(=O)(=O)c1ccc(Cl)cc1 (configuration not stated)
    -3	2	-2	10	6	-0.2	1	3	-2
11) Cc1ccnc(NCn2nnc3ccccc32)c1
    -1	-5	0	5	-5	-3.0	0	-4	-6
12) CCc1cc(=O)oc2cc(C)cc(OCC(=O)NC3CCN(Cc4ccccc4)CC3)c12
    -8	-2	2	8	2	0.0	1	-3	-9
13) CC(=O)N1CCN(C(=O)Nc2cccc(C(F)(F)F)c2)CC1
    4	3	-2	3	-15	0.1	3	-4	-2
14) CNc1nc(C(=O)O)nc(N2CCOCC2)n1
    2	1	-9	-9	-9	-0.5	1	5	2
15) Cc1ccc(NC(=O)Nc2ccc(F)cc2)nc1
    -6	0	0	-5	-23	-1.2	1	5	-2
16) Nc1nnc(CCS(=O)(=O)c2ccc(Cl)cc2)s1
    2	-2	-12	-3	-2	0.4	2	4	6
17) O=C1CC(=O)CC(c2ccccc2)C1
    2	-2	-2	-3	12	-1.6	1	-2	-2
18) C(=N\c1ncnc2sccc12)/NOCc1ccccc1
    3	0	-14	-5	-6	1.3	6	-9	3
19) Cc1ccccc1N1C(N)=NC(N)=NC1(C)C
    -2	-2	-4	-4	6	1.3	0	5	2
20) Cc1ccc(Oc2c(F)c(F)nc(N3CCCC3)c2F)cc1
    -1	6	3	-6	-10	0.3	1	-1	0
21) CC1CN(CC(=O)NN=C(c2ccccc2)c2ccccc2)CC(C)O1 (configuration not stated)
    0	0	3	6	-3	-1.0	0	4	-2
22) CCN1CCN(CCNC(=O)c2ccc(CS(=O)c3ccc(Br)cc3)o2)CC1 (configuration not stated)
    -3	-2	2	-20	6	0.3	5	9	-4
23) Cn1c(=O)c2c(nc(NCCNC(=O)c3ccco3)n2Cc2ccc(F)cc2)n(C)c1=O
    -2	1	-14	2	2	0.1	1	3	-3
24) CCN(Cc1cc2cc(C)ccc2[nH]c1=O)S(=O)(=O)c1ccccc1
    -1	3	2	5	-41	0.7	0	0	6
25) Cc1sc2nc(C(C)C)nc(SCC(=O)N3CCN(C(=O)c4ccco4)CC3)c2c1C
    -2	1	1	6	-14	-2.8	7	-4	3
26) CCc1cccc2c(C(=O)CSc3nnc(-c4ccoc4C)n3C)c[nH]c12
    1	2	8	5	-32	-5.9	2	-5	0
27) CSc1ccc(N2CCN(CCCNC(=O)Nc3ccccc3F)CC2)cc1
    -2	2	5	4	-19	0.1	8	-3	-9
28) CCC(Cc1ccccc1)NC(=O)/C=C/c1ccco1 (configuration not stated)
    7	-1	-6	-2	5	-0.2	0	11	1
29) Cn1nc(C(=O)N2CCN(C(c3ccccc3)c3ccccc3)CC2)c2ccccc2c1=O
    -19	0	2	2	13	-1.8	2	-3	-20
30) CSc1ccccc1CNc1nc(NCC2CC2)nc2ccsc12
    3	·	18	30*	·	·	15	-16	-11
31) Cc1ccc(C(=O)NN=C2CCCC2)cc1C
    -1	0	1	1	2	0.3	1	5	-10
32) COc1cccc(C(=O)N2CCC2(C)C(=O)NC(C)C)c1 (configuration not stated)
    1	·	-10	-8	·	·	0	3	5
33) COc1cc(NC(=O)c2cc(-c3ccco3)on2)cc(OC)c1OC
    -2	0	-14	11	-5	-2.4	6	-1	0
34) CCOC(=O)CSc1nnc(-c2ccc(S(=O)(=O)N3CCC(C)CC3)cc2)o1
    0	5	-1	1	7	-0.6	0	-2	12
35) CCOC(=O)c1c(NC(=O)CN2CCN(C)CC2)sc(C(=O)Nc2ccccc2)c1C
    -5	-3	3	4	-8	-1.8	2	-3	0
36) Cc1c(CC(=O)NCCCCCC(=O)O)c(=O)oc2cc3c(cc12)CCC(C)(C)O3
    -2	·	-3	-4	2	0.0	1	2	7
37) O=C(NNC(=S)NC1CC2C=CC1C2)c1ccncc1 (configuration not stated)
    -4	3	-6	0	0	0.1	0	3	6
38) CCNC(=O)C1(C)CCCN(C(=O)c2nc3ccccc3s2)C1 (configuration not stated)
    -1	·	-5	-10	·	·	1	1	7
39) CCN(CC(=O)NCc1cccs1)C(=O)c1ccc(S(=O)(=O)N(C)c2ccccc2)cc1
    -2	4	1	12	8	-0.8	8	-16	-6
40) CN(C)CCn1c2c(c(SCC(=O)Nc3nccs3)nc1=O)CCCC2
    -1	3	-21	6	19	-0.6	0	-4	10
41) Cc1ccc(S(=O)(=O)CCN2CCN(c3ccccc3)CC2)cc1
    -3	-2	-8	12	-4	0.1	0	1	5
42) S=C(NCCCn1ccnc1)NC1CCCCC1
    -5	6	-14	-4	17	-0.3	1	0	2
43) Cc1ccc(NC(=O)C(Cc2ccccc2)N2C(=O)C3C4CCC(C4)C3C2=O)cc1Cl (configuration not stated)
    -3	-6	3	1	-49	0.1	0	0	0
44) O=C(NC1CC1)c1ccc(NS(=O)(=O)c2ccc(F)cc2)cc1
    4	-2	-4	2	-9	1.0	1	-2	-1
45) Cc1ccc(NC(=O)C2CC(=O)n3c(nc4ccccc43)N2)cc1 (configuration not stated)
    2	-3	-14	-7	-23	15	3	2	8
46) CCOc1ccc(NC(=O)CN(C)S(=O)(=O)c2ccc3c(c2)CCC(=O)N3)cc1
    0	-3	-5	-2	-7	-1.5	4	5	4
47) COc1ccc(C(=O)OCC(=O)NC2CC2)cc1S(=O)(=O)Nc1ccc(C)cc1
    0	0	-13	3	-7	-3.2	2	0	12
48) Cc1cc(C(=O)NNC(=S)NCC(C)C)cs1
    0	3	6	1	3	0.3	0	5	-2
49) O=C(CSc1nc2ncc(Cl)cc2[nH]1)NCC(=O)Nc1ccc(F)c(F)c1F
    -6	0	1	0	13	-0.1	1	-2	0
50) CN(C)Cc1c(C(=O)N/N=C/c2cccc(OCc3ccc(F)cc3)c2)nnn1-c1nonc1N
    -2	-2	0	2	-6	-0.3	2	0	-5
51) Nc1ccccc1Nc1cc(-c2ccccc2)nn1-c1cccc(Cl)c1
    -2	1	-4	-4	5	0.0	3	-7	-11
52) CC(Sc1nnc(-c2cccnc2)n1N)C(=O)Nc1ccc2c(c1)OCCO2 (configuration not stated)
    -4	·	-4	2	8	-0.3	1	5	4
53) CN(CCOc1ccc(Cl)cc1)C(=O)c1ccccc1SCC(=O)N1CCCC1
    5	0	4	9	5	-0.2	16	-20	-7
54) COc1ccc(NC(=O)/C(C#N)=C/c2ncc([N+](=O)[O-])n2C)c(OC)c1
    1	2	-6	-1	-18	31	-1	3	-3
55) COCC(=O)N1CCC(Oc2ccc(C(=O)NCc3csc(C(C)C)n3)cc2)CC1
    -1	0	-2	-11	7	-1.0	1	4	2
56) CS(=O)(=O)Oc1ccccc1/C=C1/N=C(c2ccc(F)cc2)OC1=O
    1	3	-3	4	-4	-0.9	1	1	1
57) Cc1ccccc1SCC(=O)OCC(=O)N(C)c1c(N)n(Cc2ccccc2)c(=O)[nH]c1=O
    3	1	-9	4	1	2.6	0	-10	11

From no. 31 up to 35, copied from above:
Results follow in this order: M5 ag	IDE cell inh	M4 antag	CHRM5 antagonist	CRFR2-BP antag	CRFR2-BP ag	M4 ag	M5 PAM	CHRM4 PAM
31) Cc1ccc(C(=O)NN=C2CCCC2)cc1C
    -1	0	1	1	2	0.3	1	5	-10
32) COc1cccc(C(=O)N2CCC2(C)C(=O)NC(C)C)c1 (configuration not stated)
    1	·	-10	-8	·	·	0	3	5
33) COc1cc(NC(=O)c2cc(-c3ccco3)on2)cc(OC)c1OC
    -2	0	-14	11	-5	-2.4	6	-1	0
34) CCOC(=O)CSc1nnc(-c2ccc(S(=O)(=O)N3CCC(C)CC3)cc2)o1
    0	5	-1	1	7	-0.6	0	-2	12
35) CCOC(=O)c1c(NC(=O)CN2CCN(C)CC2)sc(C(=O)Nc2ccccc2)c1C
    -5	-3	3	4	-8	-1.8	2	-3	0

Some of the entries so far, in markdown.
| cpd | canonical_smiles | M5 ag | IDE cell inh | M4 antag | CHRM5 antagonist | CRFR2-BP antag | CRFR2-BP ag | M4 ag | M5 PAM | CHRM4 PAM |
| --- | --- | --- | --- | --- | --- | --- | --- | --- | --- | --- |
| 35 | CCOC(=O)c1c(NC(=O)CN2CCN(C)CC2)sc(C(=O)Nc2ccccc2)c1C | -5 | -3 | 3 | 4 | -8 | -1.8 | 2 | -3 | 0 |
| 36 | Cc1c(CC(=O)NCCCCCC(=O)O)c(=O)oc2cc3c(cc12)CCC(C)(C)O3 | -2 | · | -3 | -4 | 2 | 0.0 | 1 | 2 | 7 |
| 37 | O=C(NNC(=S)NC1CC2C=CC1C2)c1ccncc1 (configuration not stated) | -4 | 3 | -6 | 0 | 0 | 0.1 | 0 | 3 | 6 |
| 38 | CCNC(=O)C1(C)CCCN(C(=O)c2nc3ccccc3s2)C1 (configuration not stated) | -1 | · | -5 | -10 | · | · | 1 | 1 | 7 |
| 39 | CCN(CC(=O)NCc1cccs1)C(=O)c1ccc(S(=O)(=O)N(C)c2ccccc2)cc1 | -2 | 4 | 1 | 12 | 8 | -0.8 | 8 | -16 | -6 |

Structures listed above printed as active in CHRM5 antagonist:
cpd	SMILES	M5 ag	IDE cell inh	M4 antag	CHRM5 antagonist	CRFR2-BP antag	CRFR2-BP ag	M4 ag	CHRM4 PAM
30	CSc1ccccc1CNc1nc(NCC2CC2)nc2ccsc12	3	·	18	30*	·	·	15	-11
